SRC3 TRFRET art – flags TR-FRET format artefacts in PPARgamma SRC-3 recruitment agonist screen; TR-FRET artefact counter-screen, PPARgamma/SRC-3 format; stronger effect = higher value; TR-FRET ratio at 8 µM; hit rate 0.39% among 99,000; AID 1048; in the data active = TR-FRET ratio above about 2000; note: inactives centre near 1600; reference of the scale not given here
SRC1 TRFRET art – TR-FRET artefact, counter-screen to PPARgamma/SRC-1 agonist assay | TR-FRET detection artefact counter-screen, emission ratio; stronger effect = higher value | TR-FRET ratio at 8 µM | hit rate 0.34% among 99,000; in the data active = TR-FRET ratio above about 2300; note: inactives centre near 1800; reference of the scale not given here
* marks the source's active call; other numbers are inactive results.

Preview, 17 compounds:
SMILES	SRC3 TRFRET art	SRC1 TRFRET art
Cc1cc(C)nc(NS(=O)(=O)c2ccc(NC(=O)CN3C(=O)C4CC=CCC4C3=O)cc2)n1 (stereo not drawn)	1479	1779
CCOc1ccccc1CSc1nc2ccccc2[nH]1	1446	1702
CCOCCOC(=O)C1=C(C)N(C)C(=O)NC1c1ccccc1Cl (stereo not drawn)	1451	1760
O=S(=O)(c1cnc[nH]1)N1CCc2ccccc21	1758	1635
Cc1ccc(NC(=O)CS(=O)CC(=O)N(C(C)C(=O)NC2CCCCC2)C(C)(C)C)cc1 (stereo not drawn)	1627	1933
O=C(Nc1nccs1)c1cn(-c2ccccc2)nc1-c1ccncc1	1576	1741
CC(=O)OC[C@]1(OC(C)=O)C[C@@]23CC[C@H]4[C@@](C)(CCC[C@@]4(C)C(=O)O)[C@@H]2CC[C@@H]1C3	1416	1998
CC(=O)Nc1ccc(S(=O)(=O)NCC(=O)OCc2cc(=O)oc3ccc4ccccc4c23)cc1	1497	1767
COc1cc(C(=O)NC2CCCCC2)ccc1OCc1ccc(Cl)cc1Cl	1819	1957
Cc1ccc(-n2c(SCC(=O)N3CC(=O)Nc4ccccc43)nc3ccccc3c2=O)cc1C	1559	1669
N/C(CCN1CCOCC1)=N/O	1908	2065
C[C@H](NC(N)=O)C(=O)OCC(=O)NCc1cccs1	1436	1528
O=S(=O)(Nc1cccc(-c2cn3cccnc3n2)c1)c1ccc(Cl)cc1	1536	1756
Cc1c(NS(=O)(=O)c2ccc(Cl)c(C(=O)OC(C)C(=O)NCc3ccco3)c2)c(=O)n(-c2ccccc2)n1C (stereo not drawn)	1583	1987
Cc1cccc(NC(=S)NCc2ccco2)n1	1457	1649
C/C(CC1CC(COCC(C)C)OC1=O)=N\NC(N)=S (stereo not drawn)	1729	1980
COc1ccc(NC(=O)CSc2cc(C(=O)c3nccn3C)c3ccccc3n2)cc1	1535	1541

The whole of this part, previewed entries included:
SMILES	SRC3 TRFRET art	SRC1 TRFRET art
Cc1cc(C)nc(NS(=O)(=O)c2ccc(NC(=O)CN3C(=O)C4CC=CCC4C3=O)cc2)n1 (stereo not drawn)	1479	1779
CCOc1ccccc1CSc1nc2ccccc2[nH]1	1446	1702
CCOCCOC(=O)C1=C(C)N(C)C(=O)NC1c1ccccc1Cl (stereo not drawn)	1451	1760
O=S(=O)(c1cnc[nH]1)N1CCc2ccccc21	1758	1635
Cc1ccc(NC(=O)CS(=O)CC(=O)N(C(C)C(=O)NC2CCCCC2)C(C)(C)C)cc1 (stereo not drawn)	1627	1933
O=C(Nc1nccs1)c1cn(-c2ccccc2)nc1-c1ccncc1	1576	1741
CC(=O)OC[C@]1(OC(C)=O)C[C@@]23CC[C@H]4[C@@](C)(CCC[C@@]4(C)C(=O)O)[C@@H]2CC[C@@H]1C3	1416	1998
CC(=O)Nc1ccc(S(=O)(=O)NCC(=O)OCc2cc(=O)oc3ccc4ccccc4c23)cc1	1497	1767
COc1cc(C(=O)NC2CCCCC2)ccc1OCc1ccc(Cl)cc1Cl	1819	1957
Cc1ccc(-n2c(SCC(=O)N3CC(=O)Nc4ccccc43)nc3ccccc3c2=O)cc1C	1559	1669
N/C(CCN1CCOCC1)=N/O	1908	2065
C[C@H](NC(N)=O)C(=O)OCC(=O)NCc1cccs1	1436	1528
O=S(=O)(Nc1cccc(-c2cn3cccnc3n2)c1)c1ccc(Cl)cc1	1536	1756
Cc1c(NS(=O)(=O)c2ccc(Cl)c(C(=O)OC(C)C(=O)NCc3ccco3)c2)c(=O)n(-c2ccccc2)n1C (stereo not drawn)	1583	1987
Cc1cccc(NC(=S)NCc2ccco2)n1	1457	1649
C/C(CC1CC(COCC(C)C)OC1=O)=N\NC(N)=S (stereo not drawn)	1729	1980
COc1ccc(NC(=O)CSc2cc(C(=O)c3nccn3C)c3ccccc3n2)cc1	1535	1541
Cc1ccc(S(=O)(=O)N2CCC(=O)N(CCOC(=O)NCc3ccccc3)CC2)cc1	1667	1743
COc1cc(-c2[nH]ncc2CN2CCN(Cc3cccs3)CC2)cc(OC)c1OC	1722	1788
CS(=O)(=O)N1CCc2cc(C(=O)N3CCCC3)ccc21	1471	1649
O=C(Cc1ccccc1)NCC(=O)Nc1cccc(Br)c1	1673	1739
CC(=O)Nc1ccc(Nc2c3ccccc3nc3ccccc23)cc1	1934	2197
CCN(CC)CC(=O)Nc1cccc2c1C(=O)c1ccccc1C2=O	1792	1971
CN1CC(=O)N(CC(=O)Nc2cccc(S(=O)(=O)N3CCOCC3)c2)C1=O	1627	1682
O=C(O)C1CCCN1S(=O)(=O)c1ccc2ccccc2c1 (stereo not drawn)	1595	1792
Cc1nc2sc3c(c2c(=O)n1/N=C/c1cccnc1)CCCC3	1434	1815
CC1(C)CC(=O)C2=C(C1)OC(N)=C(C#N)C2c1ccc[nH]1 (stereo not drawn)	1623	1764
O=C(CCS(=O)(=O)c1ccc(Cl)cc1)NCCN1C(=O)S/C(=C\c2ccccc2F)C1=O	1480	2028
CS(=O)(=O)N1CCC(C(=O)NCc2ccccc2)CC1	1454	1767
CCN(CC)S(=O)(=O)c1cccc(NC(=O)/C=C/c2cccc([N+](=O)[O-])c2)c1	1750	1748
CC(C)(C)C(=O)N1N=C(c2cccc(NS(C)(=O)=O)c2)CC1c1cccs1 (stereo not drawn)	1602	1826
CCOC(=O)C1CCCN(c2nnnn2-c2ccccc2)C1 (stereo not drawn)	1363	1749
CCn1c(SCC(=O)N/N=C/C=C/c2ccco2)nc2ccccc21	1696	1822
COc1ccc(F)c(CN2CCC(N3CCC(C(=O)N4CCOCC4)CC3)CC2)c1	1435	1660
COc1ccc(N2CCN(CC(=O)NCc3ccccc3)CC2)cc1	1619	1918
Cc1[nH]c2ccccc2c1/C=N/NC(=O)c1cccc([N+](=O)[O-])c1	1484	1569
Cc1cc(C)c(S(=O)(=O)NCC(CCC(=O)O)C(F)(F)F)c(C)c1 (stereo not drawn)	1608	1881
Nc1nc(CCOc2ccc(F)cc2)cs1	1480	1510
CCCCn1c(N)c(-c2nc3ccccc3o2)c2c([N+](=O)[O-])nn(CC)c(=O)c21	1314	1533
COc1ccccc1OC(=O)CCc1nc2ccccc2s1	1747	2292
Cc1ccc(/C=N/NC(=O)c2nnn(-c3nonc3N)c2CSc2ccc(Cl)cc2)cc1	1690	2019
NS(=O)(=O)c1ccc(N/N=C/c2cn(-c3ccccc3)nc2-c2ccccc2)c([N+](=O)[O-])c1	1578	1734
CCCCNS(=O)(=O)/C=C/c1ccccc1	1773	1769
CCCSC1=C(C#N)C(c2ccc(OC)cc2)C2=C(CC(C)(C)CC2=O)N1 (stereo not drawn)	1776	2025
Cc1sc2ncn(CC(=O)NCCCOC(C)C)c(=O)c2c1S(=O)(=O)N1CCN(c2ncccn2)CC1	1496	1877
CC(=O)Nc1ccc(C(=O)NCC(=O)OCc2ccccc2F)cc1	1450	1708
O=C(O)C1(S(=O)(=O)CCC(F)=C(F)F)CC1	1368	1540
CCN(CC)CCN1C(=O)c2ccccc2NC1c1ccc(Br)cc1 (stereo not drawn)	1552	1756
COc1ccc(-n2c(C)cc(-c3csc(N)n3)c2C)cc1	1440	1893
Cc1cc(C)cc(OCC(=O)OCC(=O)N2CC(=O)Nc3ccccc32)c1	1549	1639
Cc1nn(C)c(C)c1S(=O)(=O)N(CC(=O)NCc1cccs1)c1ccc(C(C)C)cc1	1622	1761
CNS(=O)(=O)c1cccc(C(=O)OCC(=O)Nc2ccc(-c3nc4ccc(C)cc4s3)cc2)c1	1824	1891
CCOc1ccc2nc(N3CCC(C(=O)N4CCN(C(=O)c5ccco5)CC4)CC3)sc2c1	1831	1996
COc1ccc(Cc2nnc(SCC(=O)NCCc3ccccc3)o2)cc1	1637	1784
O=C(CC1SCCNC1=O)Nc1ccc(Cl)cc1 (stereo not drawn)	1479	1927
O=C1c2ccccc2C(=O)C1C1=Nc2ccccc2NC(c2ccccc2)C1 (stereo not drawn)	1661	1775
Cn1c(=O)c(C(=O)COC(=O)c2cc(-c3ccccc3)nc3ccccc23)c(N)n(Cc2ccccc2)c1=O	1561	1626
CCN(CCn1cccn1)Cc1nc(-c2ccccc2)no1	1523	1662
CC1=C(C(=O)OC2CCCCC2)C(c2cccs2)n2c(nc3ccccc32)N1 (stereo not drawn)	1420	1933
c1ccc(COc2cccc(CNCc3cccs3)c2)cc1	1548	1759

Continuation.
SMILES	SRC3 TRFRET art	SRC1 TRFRET art
O=[N+]([O-])c1ccc(Cl)cc1Sc1ccccn1	1543	1785
O=C(c1ccc(-n2cccn2)cc1)N1CCc2c([nH]c3ccccc23)C1c1ccccn1 (stereo not drawn)	1808	1776
CSc1ccc(CNCCCN(C)C)cc1	1631	1708
Fc1ccc(-n2c(Cn3nnc4ccccc43)n[nH]c2=S)cc1	1722	1906
CC1CCC(NC(=S)NCCN(C)C)CC1 (stereo not drawn)	1434	1578
Cc1ccc(N2CN(Cc3ccco3)CNC2=S)cc1	1572	2135
CCOC(=O)C1=C(N)n2c(s/c(=C\c3ccncc3)c2=O)=C(C(=O)OCC)C1c1ccncc1 (stereo not drawn)	1595	1648
COc1ccc(OC)c(-c2csc(N(CC3CCCO3)C(=O)C3CCCCC3)n2)c1 (stereo not drawn)	1467	1901
CCCOc1ccc(N2CC(C(=O)Nc3ccc(N4CCOCC4)cc3)CC2=O)cc1 (stereo not drawn)	1390	1848
CCOc1ccccc1C(=O)N[C@H](C(=O)Nc1ccc(OC)c(S(=O)(=O)N2CCOCC2)c1)C(C)C	1404	1464
O=C(CN1CCCCCC1)N/N=C/c1cccc(Cl)c1Cl	1715	1764
CC(C)(C)NC(=O)CN(C(=O)CS(=O)CC(=O)Nc1ccc(F)cc1)c1ccc2c(c1)OCCO2 (stereo not drawn)	1749	1896
Cc1cc(C(=O)Nc2c(F)c(F)c(F)c(F)c2F)n(-c2ccccc2)n1	1599	1894
CCOC(=O)C1=NOC2COC3(CCN(c4ncccn4)CC3)OCC12 (stereo not drawn)	1738	1743
COc1cc(N=CC2=C(O)c3ccccc3C2=O)cc(OC)c1	1537	1863
O=C(COC(=O)c1ccccc1C(=O)c1ccc(Cl)cc1)NCC1CCCO1 (stereo not drawn)	1508	1711
CCOC(=O)N1CCN(C(=O)CCCCCn2c(=S)[nH]c3cc4c(cc3c2=O)OCO4)CC1	1836	1975
Fc1cccc(CCN2C(=S)NC[C@@H]2Cc2ccccc2)c1	1611	1642
CCCCNS(=O)(=O)c1ccc(S(=O)(=O)N2CCC3(CC2)OCCO3)cc1	1258	1682
Cc1ccc(OCC(=O)NCc2ccco2)c([N+](=O)[O-])n1	1480	1755
O=C(CN1CCc2ccccc2C1)Nc1cc(S(=O)(=O)N2CCOCC2)ccc1N1CCCC1	1724	1922
COc1cc(/C=C/C(=O)OCC(=O)N2CC3(C)CC2CC(C)(C)C3)ccc1O (stereo not drawn)	1426	1678
Cn1cccc1Cc1nnc(SCC(=O)Nc2ccc(Cl)cc2)n1-c1ccc(F)cc1	1472	1584
Cc1cc(N2CCCC2)nc(N2C3CCC2CC(O)(c2ccc(F)cc2)C3)n1 (stereo not drawn)	1808	1701
CSc1nc(/C=C2\C=Nc3ccccc32)c(O)n1C	1479	1579
CCSc1nnc(NC(=O)C2CC(=O)N(Cc3ccccc3)C2)s1 (stereo not drawn)	1589	2050
O=C(COC(=O)C1CC(O)CN1C(=O)Oc1ccccc1)c1ccc(Br)cc1 (stereo not drawn)	1500	1710
Cc1cc([N+](=O)[O-])nn1CC(=O)Nc1nc2ccccc2s1	1609	2087
CCN(CC)C(=O)C1CCCN(Cc2ccc(OC)c(C)c2)C1 (stereo not drawn)	1402	1625
CCCNC(=O)CCc1c(C)nc2nc(C)nn2c1C	1544	1964
Cc1nnc(-c2ccc(Cl)cc2)nc1NCCN(C)C	1709	2044
CCN(CC)S(=O)(=O)c1cc(NC(=O)CCCOc2ccc(C(C)=O)cc2)ccc1C	1699	2088
COc1cc2nc(Cl)nc(N3CCOCC3)c2cc1OC	1805	1672
COc1ccccc1NC(=O)C(=O)N(c1cccnc1)C(C(=O)NC(C)(C)C)c1ccccc1 (stereo not drawn)	1458	1916
CC(=O)Nc1ccc(S(=O)(=O)NNC(=O)c2ccc(S(=O)(=O)N3CCCCC3)cc2)cc1	1440	1547
CCOc1ccc(OCC)c(NC(=O)CN(C)S(=O)(=O)c2ccc3nc(C)sc3c2)c1	1720	1780
CC(C)CC(=O)NCc1ccc2[nH]c3c(c2c1)CCCC3	1359	1281
COc1cc(/C=N/Nc2cccc3cccnc23)cc(OC)c1O	1485	1908
O=C(CCCn1c(=S)[nH]c2ccccc2c1=O)NCCSCc1ccccc1	1573	1688
Cc1cc(C(=O)N2CCN(Cc3ccc4c(c3)OCO4)CC2)on1	1557	1706
COC(=O)c1cc(OC)c(OC)cc1NCC(=O)Nc1ccc(C)cc1	1638	1799
O=C(COC(=O)c1ccco1)NC(c1ccccc1)c1ccccc1	1636	1802
Cc1ccc(-n2[nH]c(C)c(C=Nc3ccc(S(=O)(=O)Nc4nccs4)cc3)c2=O)cc1	1377	1657
O=C(COC(=O)CNC(=O)c1ccccc1)Nc1ccc(Cl)cc1C(F)(F)F	1680	1756
CCOC(=O)c1c(NC(=O)CSc2nnc3ccccn23)sc2c1CCC2	1402	1822
O=C(NCCN1C(=O)S/C(=C\c2ccc(Cl)c(Cl)c2)C1=O)C1COc2ccccc2O1 (stereo not drawn)	1417	1594
Cc1ccc2nc(SCc3ccccc3)c(C=O)c(=O)n2c1	1635	1871
COc1ccc(CNC(=O)CN(C(=O)Cn2nnc(-c3ccccc3F)n2)c2ccc(C)cc2)cc1	1625	1815
O=C(NC(=S)NC1CCSC1=O)c1ccccc1F (stereo not drawn)	1694	1678
COc1ccc(CC(=O)Nc2cccc(-c3cn4ccccc4n3)c2)cc1	1548	1656
COc1ccccc1NC(=O)N1CCCC(C(=O)Nc2cccc(C)c2C)C1 (stereo not drawn)	1647	1689
Cn1ncc2c(NNC(=O)c3ccc(Cl)c(Cl)c3)ncnc21	1590	1872
Cc1ccc(NC(=O)CN(C)C(=O)COc2c(Cl)cc(Cl)c3ccc(C)nc23)cc1	1662	1850

Some of the compounds tested; count on the stated rates, not on these rows.
